Screening data from PubChem.
TWEAK-Fn14 inh = TWEAK-Fn14 signaling inhibition; TWEAK-stimulated Fn14 reporter cells, luciferase luminescence, 8 h; inhibition, % at 10 µM; hit rate 2% among 360,000; in the data active = inhibition above about 50%
Shn3 3UTR inh = inhibitors of Schnurri-3 3'UTR reporter in osteoblasts; AID 588674; Clone20 osteoblast Shn3 3'UTR firefly luciferase, 24 h; inhibition, % at 12.5 µM; hit rate 0.52% among 360,000;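 active = mean inhibition of at least 75% with every replicate also reaching 75%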;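 note: 0% = median of neutral control wells and 100% = pilot-screen positive control compound; some compounds past the cut are filed as inactive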
NR2E3 ag-1 = activates human photoreceptor nuclear receptor NR2E3. Q9Y5X4. GST-NR2E3/biotin-RetCOR TR-FRET, 1536-well. inhibition of corepressor binding, % at 4.78 µM. hit rate 0.12% among 320,000. AID 2300;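 active = percent inhibition above the cutoff of mean plus 3 SD of all tested compounds, set per screening campaign, cut at about 20% in these data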;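 note: 0% = DMSO wells and 100% = biotin wells as full block of FRET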
Target sequence (Q9Y5X4 whole entry, looked up): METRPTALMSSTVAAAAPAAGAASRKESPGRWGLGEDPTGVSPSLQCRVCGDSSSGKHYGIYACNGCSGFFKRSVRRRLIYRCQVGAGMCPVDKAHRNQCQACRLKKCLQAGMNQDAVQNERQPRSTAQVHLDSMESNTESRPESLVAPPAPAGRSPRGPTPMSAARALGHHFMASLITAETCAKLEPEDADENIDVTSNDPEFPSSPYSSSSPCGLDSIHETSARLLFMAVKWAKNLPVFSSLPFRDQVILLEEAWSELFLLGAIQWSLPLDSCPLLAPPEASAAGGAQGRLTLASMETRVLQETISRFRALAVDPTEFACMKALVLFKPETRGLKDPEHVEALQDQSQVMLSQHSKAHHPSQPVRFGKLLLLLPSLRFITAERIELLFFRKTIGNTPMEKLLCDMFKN
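Test system: GST-NR2E3 and biotin-RetCOR proteins | Quantity: 1.35 nM GST-tagged NR2E3 final | Medium: Tris pH 7.5 | Also added: 7 nM biotin-RetCOR | Dosing: Compound at 4.8 µM, single dose | Timing: 5 h at 4 °C | Detection: Time-resolved FRET | Read-out basis: Percent inhibition | Benchmarks: Biotin wells as high control, 0.6% DMSO wells as low control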
HIF-2a inh = blocks HIF-2a reporter activity; 786-0 RCC cells HIF-2a reporter, luciferase luminescence, overnight; inhibition, % at 18.8 µM; hit rate 0.72% among 360,000; AID 624352;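 active = inhibition of the luminescence signal of 40% or more relative to plate controls, in a single-dose primary screen at 18.75 µM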
C8 TRAIL sens = caspase-8 TRAIL sensitization; NB7+C8 cells + TRAIL, ATPlite viability luminescence; inhibition (viability loss, TRAIL sensitization), % at 10 µM; hit rate 1% among 360,000; AID 624354;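 active = compounds causing at least 50% loss of cell viability in the single-dose screen, relative to plate controls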
KKLEB tox = CF airway cell cytotoxicity counter-screen | activity change (cytotoxicity), % at 5 µM | hit rate 0.36% among 360,000 | KKLEB CF airway cells viability, ATPlite luminescence, overnight; active compounds read low; cells stimulated with P. aeruginosa culture filtrate;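 active = corrected activity change at or below -50% at 5 µM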
MITF TRPM1 inh = MITF TRPM1 promoter inhibition in SK-MEL-5 cells | inhibition, % at 12.5 µM | SK-MEL-5 TRPM1 promoter luciferase, 24 h | hit rate 0.83% among 330,000;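 active = mean inhibition across replicates of 60% or more, whatever share of single replicates reaches that level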; note: values of inactives mirror those of a sister screen read the other way
TROY NFkB inh = TROY signaling inhibition; inhibition, % at 10 µM; hit rate 0.98% among 360,000; Q293 LMP1-TROYcd NF-kB luciferase reporter, 4 h; AID 1347056;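 active = compounds whose plate-normalised and pattern-corrected inhibition of the luciferase reporter signal at the single screening dose is 50% or more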
CF NFkB inh = cystic fibrosis NF-kB activation inhibition. KKLEB NF-kB-GFP reporter, PAF-induced, GFP fluorescence overnight. inhibition, % at 5 µM. hit rate 0.86% among 360,000. AID 588850;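 active = at least 50% inhibition at 5 µM, scaled per plate between neutral and stimulator controls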;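 note: PAF is a Pseudomonas aeruginosa culture filtrate used as stimulus; plate controls were PAF-stimulated DMSO wells for no effect and unstimulated DMSO wells for full effect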
NR2E3 ag-2 = activates human NR2E3 receptor; AID 602229; inhibition of corepressor binding, % at 3.98 µM; hit rate 0.35% among 360,000; CHO-S Gal4-NCOR/VP16-NR2E3 two-hybrid, luciferase;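 active = inhibition above the mean of all tested compounds plus 3 SD, cut at about 70% in these data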;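 note: 0% = DMSO with NR2E3 transfected cells and 100% = cells lacking NR2E3 construct; higher means lower luciferase signal from less NR2E3 corepressor binding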
Peg3 promoter = reduces Peg3 promoter-driven luciferase expression in HeLa. hit rate 1.7% among 360,000. HeLa PEG-Prom luciferase reporter, luminescence, overnight. AID 588405. inhibition, % at 20 µM;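 active = inhibition of at least 50% at 20 µM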
The depositor's hits bear a star; · = no result given. Some of the compounds tested, so the mix of outcomes need not match the whole.

1. COc1ccc(Cc2nnc(NC(=O)c3ccc(F)cc3)s2)cc1OC
2. CCN(CC)CC(=O)Nc1sc2c(c1C(=O)c1ccccc1OC)CCC2
3. N#Cc1nc(Cc2cccc3ccccc23)oc1NCc1ccc(F)cc1
4. Cc1occc1-c1nnc(SCC(=O)N(C)C)o1
5. CCOC(=O)C1(CCOc2ccccc2)CCN(Cc2ccncc2)CC1
6. Cc1ccc(C)c(Cn2nnc3c(=O)[nH]c(C4CCN(S(=O)(=O)c5ccc(S(=O)(=O)NC6CC6)cc5)CC4)nc32)c1
7. CCCNC(=O)C1(C)CCCN(Cc2ccc(Oc3ccccc3)cc2)C1 (stereo not drawn)
8. Cc1ccc(NC(=O)Cn2nnc(C(=O)NCc3cccs3)c2N)c(C)c1
9. O=C(CSc1nc(-c2ccco2)cc(C(F)(F)F)n1)N1CCN(c2ccc(Cl)cc2)CC1
10. CC1CCN(CCCNC(=O)C2CCN(S(=O)(=O)N3CCCCC3)CC2)CC1

entry no.	1	2	3	4	5	6	7	8	9	10
TWEAK-Fn14 inh	-5	-78	44	-19	21	22	16	-9	-3	2
Shn3 3UTR inh	-4	20	1	-5	35	1	22	-9	-36	-9
NR2E3 ag-1	0	6	-2	3	3	4	·	2	0	-3
HIF-2a inh	11	26	30	-54	13	13	3	10	24	10
C8 TRAIL sens	1	7	-2	-7	8	8	4	21	7	-16
KKLEB tox	4	-9	-9	18	4	13	6	1	-19	6
MITF TRPM1 inh	8	-5	5	-6	3	8	·	-8	8	1
TROY NFkB inh	1	-14	0	-1	6	9	10	-19	-2	8
CF NFkB inh	0	25	13	-5	0	-15	7	8	16	-24
NR2E3 ag-2	1	10	-2	-28	9	-29	-2	-21	-11	-12
Peg3 promoter	1	30	28	-61	20	31	19	9	10	-3

11. Cc1cc(Cl)c(OCCOCCN2CCCC(C)C2)c(Br)c1 (stereo not drawn)
12. CSc1nnc(CCNS(=O)(=O)c2ccccc2Br)n1C
13. COc1ccc(Cl)cc1N1C(=O)CC(N2CCN(S(=O)(=O)c3ccccc3F)CC2)C1=O (stereo not drawn)
14. CCn1c(=O)c(C(=O)NNS(=O)(=O)c2ccc(NC(=O)OC)cc2)c(O)c2ccccc21
15. CC(C)N1CCN(Cc2cccn2-c2nccs2)CC1CCO (stereo not drawn)
16. O=C(O)c1ccc(NCCc2ccc(Cl)cc2)c([N+](=O)[O-])c1
17. COc1ccc(-c2ccc3c(c2)S(=O)(=O)c2cccc(C(=O)NC4CCCC4)c2C3=O)cc1OC
18. N/C(=N\OC(=O)c1cccc(Cl)c1)c1ccccn1
19. Cc1cccnc1NC(=O)c1c(O)c2cccc3c2n(c1=O)CCC3
20. CCN(C(=O)Cn1c(=O)oc2ccccc21)C1CCS(=O)(=O)C1 (stereo not drawn)

entry no.	11	12	13	14	15	16	17	18	19	20
TWEAK-Fn14 inh	-13	-9	2	29	-2	0	-36	92*	4	-3
Shn3 3UTR inh	-22	-9	-17	3	0	-7	13	20	4	-14
NR2E3 ag-1	-1	2	·	0	6	-3	1	1	4	3
HIF-2a inh	4	9	3	3	12	2	8	-4	16	15
C8 TRAIL sens	5	4	5	-6	4	-12	7	56*	2	-14
KKLEB tox	4	3	18	-6	8	8	-4	-4	6	13
MITF TRPM1 inh	-12	·	-16	1	8	3	15	-3	26	0
TROY NFkB inh	6	3	10	1	1	-7	-12	68*	13	3
CF NFkB inh	10	-10	-28	-4	-3	-30	10	-39	-1	2
NR2E3 ag-2	-14	6	2	-8	-16	11	-16	-98	-7	-14
Peg3 promoter	19	10	9	14	4	-2	30	20	21	2

Sorted by molecular weight (descending): part of the list above
13. COc1ccc(Cl)cc1N1C(=O)CC(N2CCN(S(=O)(=O)c3ccccc3F)CC2)C1=O (stereo not drawn)
14. CCn1c(=O)c(C(=O)NNS(=O)(=O)c2ccc(NC(=O)OC)cc2)c(O)c2ccccc21
10. CC1CCN(CCCNC(=O)C2CCN(S(=O)(=O)N3CCCCC3)CC2)CC1
12. CSc1nnc(CCNS(=O)(=O)c2ccccc2Br)n1C
20. CCN(C(=O)Cn1c(=O)oc2ccccc21)C1CCS(=O)(=O)C1 (stereo not drawn)
19. Cc1cccnc1NC(=O)c1c(O)c2cccc3c2n(c1=O)CCC3
15. CC(C)N1CCN(Cc2cccn2-c2nccs2)CC1CCO (stereo not drawn)
18. N/C(=N\OC(=O)c1cccc(Cl)c1)c1ccccn1

entry no.	13	14	10	12	20	19	15	18
TWEAK-Fn14 inh	2	29	2	-9	-3	4	-2	92*
Shn3 3UTR inh	-17	3	-9	-9	-14	4	0	20
NR2E3 ag-1	·	0	-3	2	3	4	6	1
HIF-2a inh	3	3	10	9	15	16	12	-4
C8 TRAIL sens	5	-6	-16	4	-14	2	4	56*
KKLEB tox	18	-6	6	3	13	6	8	-4
MITF TRPM1 inh	-16	1	1	·	0	26	8	-3
TROY NFkB inh	10	1	8	3	3	13	1	68*
CF NFkB inh	-28	-4	-24	-10	2	-1	-3	-39
NR2E3 ag-2	2	-8	-12	6	-14	-7	-16	-98
Peg3 promoter	9	14	-3	10	2	21	4	20

(more compounds)
21. CN(C)CCCN(C(=O)c1cc(Cl)sc1Cl)c1nc2cc3c(cc2s1)OCO3
22. CCCCCn1c(CN2CCN(C(=O)c3ccco3)CC2)nc2c1c(=O)n(C)c(=O)n2C
23. COc1cc(OC)c(-n2cc(-c3ccc(OC)c(OC)c3)[nH]c2=S)cc1Cl
24. Cc1csc(NC(=O)CN2C(=O)C3CC=CCC3C2=O)n1 (stereo not drawn)
25. CN(C)CCOC1c2ccccc2CSc2ccccc21 (stereo not drawn)
26. O=C(C1CCCN(S(=O)(=O)c2cccc3nonc23)C1)N1CCN(c2ccccc2Cl)CC1 (stereo not drawn)
27. O=C(NCCOc1ccccc1)C1CCN(C(=O)Nc2ccccc2)CC1
28. COc1ccc(-c2nnc(SCC(=O)c3ccc[nH]3)o2)cc1
29. CCc1cccc(NC(=O)CN(C)S(=O)(=O)c2cccs2)c1
30. O=C(COC(=O)C1COc2ccccc2O1)Nc1cccc(S(=O)(=O)N2CCCCC2)c1 (stereo not drawn)

entry no.	21	22	23	24	25	26	27	28	29	30
TWEAK-Fn14 inh	-43	3	-6	73*	1	8	9	29	-4	25
Shn3 3UTR inh	-15	30	-17	20	·	18	-18	-56	3	-12
NR2E3 ag-1	1	4	·	0	-1	0	·	-1	4	4
HIF-2a inh	-26	0	-2	12	3	19	1	-174	-76	13
C8 TRAIL sens	8	5	-6	-23	-7	-7	5	14	2	-8
KKLEB tox	-9	-7	6	0	-5	-4	0	3	-1	-3
MITF TRPM1 inh	11	·	-9	10	2	13	·	-40	-17	5
TROY NFkB inh	-117	8	-1	·	-3	3	3	-49	-1	-21
CF NFkB inh	16	-6	-21	1	7	16	26	0	-7	8
NR2E3 ag-2	3	-5	-23	-5	-16	-7	-11	-107	-23	-1
Peg3 promoter	-37	5	1	5	-10	25	8	-178	-49	10

31. CCC(=O)Nc1cccc(NC(=O)c2cccc([N+](=O)[O-])c2C)c1
32. Cc1noc(C)c1COc1ccccc1C(=O)NNC(=O)c1ccccc1
33. OC1C2(Cc3ccccc3)CN3CCN(C2)CC1(Cc1ccccc1)C3 (stereo not drawn)
34. O=[N+]([O-])c1ccc(O)c(C(C#Cc2ccccc2)N2CCOCC2)c1 (stereo not drawn)
35. O=C1C=C(c2ccc(C(=O)O)c(Cl)c2)C[C@@H](c2ccc3c(c2)OCO3)C1
36. CCN(CC)CCCNC(=O)C1CCCN(c2nnc(N3CCCC3=O)s2)C1 (stereo not drawn)
37. COc1ccc(-c2sc3ccc(-c4ccc5c(c4)OCO5)cc3c2-c2ccc(OC)nc2)cc1
38. COC(=O)Cn1c2[n+](c3ccccc31)CC(O)CS2 (stereo not drawn)
39. CCOC(=O)CNS(=O)(=O)Cc1ccccc1
40. COc1ccc(C[C@H]2CN3C(=NC[C@@H]3Cc3ccccc3)N2CCNC(=O)CCC2CCCCC2)cc1

entry no.	31	32	33	34	35	36	37	38	39	40
TWEAK-Fn14 inh	-2	-2	-8	-31	-8	2	-13	-9	9	-19
Shn3 3UTR inh	0	-18	0	0	-5	14	2	-3	-1	84
NR2E3 ag-1	-2	0	0	-3	·	-3	·	1	3	0
HIF-2a inh	14	-5	-4	-62	-16	10	8	9	7	5
C8 TRAIL sens	-3	-22	-13	-5	-23	-3	13	-4	-6	21
KKLEB tox	13	5	-10	-2	-8	-3	-9	3	12	2
MITF TRPM1 inh	5	0	-4	-13	-7	-1	-10	7	-8	98*
TROY NFkB inh	8	-3	3	22	-37	-14	-37	6	-19	-8
CF NFkB inh	-8	-9	12	22	12	1	6	-7	1	21
NR2E3 ag-2	-21	-12	-5	-6	-78	-3	-21	-3	26	28
Peg3 promoter	7	5	3	-76	-6	12	10	-13	-20	99*

41. COc1ccc(C)cc1NC(=O)CN1CCN(CC(=O)Nc2ccccc2F)CC1
42. COC(=O)Cn1c(=NC(=O)c2cccc(OC)c2)sc2cc(OC)ccc21
43. COc1ccccc1NC(=O)CN1CCCCCC1
44. O=c1[nH]c2cc3c(cc2cc1CN(Cc1nnnn1C1CCCC1)C1CCCC1)OCCO3
45. COc1ccc(S(=O)(=O)N2CCCCCC2)cc1C(=O)NCCc1ccccc1
46. Cc1oc2ccc(OCc3cccc(Cl)c3)cc2c1C(=O)O
47. Cc1c([N+](=O)[O-])cc(C(=O)NCc2ccc(F)cc2)cc1[N+](=O)[O-]
48. CCOC(=O)C1CCN(S(=O)(=O)c2cc(Br)cc3c2N(C(C)=O)C(C)C3)CC1 (stereo not drawn)
49. Cn1c(O)c(N=NC(=O)c2ccco2)c2ccccc21
50. Nc1nc(N2CCCCC2)c(C=O)c(N2CCCCC2)n1
51. CCN(CC(=O)NC(C)C)C(=O)Cc1ccc(C)c(C)c1
52. CCCNC(=O)C1(C)CCN(Cc2ccc(OCc3ccccc3)cc2)C1 (stereo not drawn)

entry no.	41	42	43	44	45	46	47	48	49	50	51	52
TWEAK-Fn14 inh	5	11	-18	3	9	-18	-20	8	35	-1	-30	-26
Shn3 3UTR inh	7	3	-14	0	-5	32	16	3	-16	-2	7	-27
NR2E3 ag-1	2	1	-1	1	-4	·	1	-1	-8	4	-2	·
HIF-2a inh	22	-43	9	-120	-28	9	23	20	-86	2	15	-108
C8 TRAIL sens	-5	14	8	1	16	-8	-3	14	40	-3	-1	16
KKLEB tox	6	-14	-10	0	-6	10	3	5	4	3	14	-4
MITF TRPM1 inh	7	-49	-6	-4	-4	·	-11	5	-2	-5	-4	·
TROY NFkB inh	15	-35	2	-36	-18	-9	-7	-1	-40	5	-2	-24
CF NFkB inh	0	20	14	1	7	8	-1	-6	-59	5	9	-28
NR2E3 ag-2	-8	-48	-24	-26	0	-26	-6	-8	-147	-11	-16	-18
Peg3 promoter	11	-75	12	-9	-16	19	5	17	-73	-3	5	-120
